Screening data (PubChem)
mIAP act: increases mouse intestinal alkaline phosphatase activity. hit rate 0.24% among 330,000. AID 2805. muIAP, CDP-Star luminescence, 30 min; stronger effect = higher value; 1 = vehicle-only enzyme signal, 0 = enzyme-free wells. activation factor at 10 µM;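 active = activation factor of at least 2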; also: the source names both 10 and 20 µM as test concentration; values of inactives mirror those of a sister screen read the other way
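Assay system: mouse IAP enzyme / Compound: DMSO-dissolved test compounds / Timing: 30 min, room temperature / Measured by: luminescence from enzymatic CDP-Star hydrolysis / Control set: DMSO-only wells, enzyme-free buffer wells as negative control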
TIM10 inh: inhibits growth of TIM10 yeast strain. inhibition, % at 10 µM. AID 463195. hit rate 1.4% among 330,000. S. cerevisiae TIM10 strain growth, BacTiter-Glo luminescence, 24 h;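 active = inhibition of 40% or more at the single tested concentration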;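 also: wild-type TIM10 isogenic control strain grown at permissive 25 °C; 0% = DMSO yeast wells and 100% = minimal medium wells without yeast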
MIN6 prolif: inducers of beta-cell replication in MIN6 cells; hit rate 0.29% among 330,000; AID 2380; proliferation, % at 10 µM; MIN6 cells proliferation, ATPlite luminescence, 48 h; cells starved in 0.2% serum; 100% = growth in 10% serum;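 active = compounds whose signal lies at least 3.5 SD above the mean of all wells on their plate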;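 also: 0% = DMSO-treated cells in low-serum medium and 100% = 10% serum control; some compounds called inactive have numbers as strong as hits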
tim10-1 inh: tim10-1 yeast growth inhibition; S. cerevisiae tim10-1 ts strain growth, BacTiter-Glo, 24 h; inhibition, % at 20 µM; hit rate 2.2% among 330,000; AID 463190;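 active = inhibition of at least 40%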;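 also: mutant grown at 25 °C; 0% = DMSO wells with yeast and 100% = wells holding no yeast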
APOBEC3G inh: inhibitors of human APOBEC3G DNA deaminase; hit rate 0.28% among 330,000; inhibition, % at 20 µM; recombinant A3G, ssDNA deamination FAM/TAMRA fluorescence; AID 493012; Q9HC16;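 active = inhibition of at least 40% at 20 µM, with no more than 30% in the related APOBEC3A deaminase screen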;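 also: plate controls were DMSO wells with A3G for no effect and wells lacking A3G enzyme for full effect; some compounds called inactive have numbers as strong as hits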
APOBEC3A inh: human APOBEC3A DNA deaminase inhibition. recombinant A3A, FAM/TAMRA ssDNA deamination fluorescence. inhibition, % at 20 µM. hit rate 0.41% among 330,000. AID 493011;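 active = at least 40% inhibition at 20 µM here, with at most 30% in a related deaminase screen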;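 also: plate controls were A3A with DMSO for no effect and wells lacking A3A enzyme for full effect; some results filed as inactive read as strong as hits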
Target sequence (P31941 whole entry, looked up): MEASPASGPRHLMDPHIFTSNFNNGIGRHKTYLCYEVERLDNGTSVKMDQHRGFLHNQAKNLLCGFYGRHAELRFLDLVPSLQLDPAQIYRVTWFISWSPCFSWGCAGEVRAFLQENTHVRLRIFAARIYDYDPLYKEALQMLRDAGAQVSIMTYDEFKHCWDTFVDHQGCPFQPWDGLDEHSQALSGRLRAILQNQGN
mIAP inh: blocks mouse intestinal alkaline phosphatase | purified mouse IAP, CDP-Star luminescence, 30 min | inhibition, % at 10 µM | hit rate 0.2% among 330,000 | AID 2806;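 active = inhibition of at least 40% at 10 µM in the primary screen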;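 also: plate controls were DMSO with enzyme for no effect and no enzyme wells for full effect; values of inactives mirror those of a sister screen read the other way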
NLRP3 yeast inh: inhibitors of NALP3 inflammasome in yeast; Yeast reconstituted NLRP3/ASC/caspase-1, beta-gal luminescence, 24 h; inhibition, % at 10 µM; hit rate 0.39% among 330,000; AID 2825;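 active = inhibition of 50% or more; inactive = inhibition below 50%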;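 also: plate controls were induced DMSO wells for no effect and uninduced yeast grown without galactose for full effect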
hIAP block: blocks human intestinal alkaline phosphatase. P09923. purified IAP, CDP-Star luminescence, 30 min. inhibition, % at 10 µM. hit rate 0.12% among 330,000. AID 2544;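 active = inhibition reaching a set limit with compound at 10 µM in the primary screen, cut at about 35% in these data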;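 also: plate controls were DMSO wells with enzyme for no effect and no-enzyme buffer wells for full effect; values of inactives mirror those of a sister screen read the other way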
Target sequence (P09923 whole entry, looked up): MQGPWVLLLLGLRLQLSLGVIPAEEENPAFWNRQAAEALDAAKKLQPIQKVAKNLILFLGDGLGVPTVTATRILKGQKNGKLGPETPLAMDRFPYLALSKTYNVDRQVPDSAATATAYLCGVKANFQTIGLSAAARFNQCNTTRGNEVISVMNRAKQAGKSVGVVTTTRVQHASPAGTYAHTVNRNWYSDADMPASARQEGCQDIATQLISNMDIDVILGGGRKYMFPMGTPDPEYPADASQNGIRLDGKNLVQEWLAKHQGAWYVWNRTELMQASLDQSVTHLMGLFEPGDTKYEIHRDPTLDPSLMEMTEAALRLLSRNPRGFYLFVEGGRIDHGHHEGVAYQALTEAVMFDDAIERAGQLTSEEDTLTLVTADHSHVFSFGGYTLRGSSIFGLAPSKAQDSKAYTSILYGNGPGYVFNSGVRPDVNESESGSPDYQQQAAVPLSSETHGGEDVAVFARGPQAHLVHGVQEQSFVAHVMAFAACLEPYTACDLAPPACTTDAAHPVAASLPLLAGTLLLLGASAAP
* hit, by the source's call.

Below each SMILES: TIM10 inh	APOBEC3A inh	mIAP inh	tim10-1 inh	APOBEC3G inh	NLRP3 yeast inh	MIN6 prolif	hIAP block	mIAP act
CC(C)(C)C(=O)NC(NC(=S)Nc1sc2c(c1C#N)CCCC2)C(Cl)(Cl)Cl (stereo not given)
    12	-3	30	29	-3	13	-5	5	0.7
CNC(=O)COC(=O)c1cc(SC)ccc1Cl
    -10	7	1	5	0	-3	1	-10	0.99
Cc1ccc(N2CN(S(=O)(=O)c3cccc([N+](=O)[O-])c3)c3nc4ccccc4nc32)cc1
    -8	2	4	20	4	19	-2	5	0.96
O=C(Nc1ccc(Cl)c(Cl)c1)OCc1cnc(Cl)s1
    -1	1	-11	19	-4	-24	-3	-1	1.1
COc1ccc(S(=O)(=O)N(CC(=O)NCc2cccnc2)C2CCCCC2)cc1OC
    -10	11	-2	2	2	5	3	-2	1
COc1ccc(C(=O)Nc2ccc(NC(=O)c3ccco3)c(Cl)c2)cc1OC
    -22	0	-7	0	1	18	-2	10	1.1
C=CCNC(=S)NCc1cccnc1
    -2	2	15	3	-1	16	-1	13	0.85
CCOC(=O)/C=c1\s/c(=C\c2ccc(-c3ccccc3)cc2)c(=O)n1CC(=O)NCc1ccc2c(c1)OCO2
    -4	2	-3	9	-4	9	-5	8	1
COc1ccc(/C=N/NC(=O)c2ccncc2)c(C(=O)O)c1OC
    -4	1	1	-5	-1	9	0	16	0.99
COC(=O)C1=NNC2(c3ccc(Cl)cc3)C(=O)N(c3ccccc3)C(=O)C12 (stereo not given)
    13	-2	3	14	-10	-6	0	-5	0.96
CCCCCN(C(=O)CCC(=O)OCc1cc(C)ccc1C)c1c(N)n(CCCC)c(=O)[nH]c1=O
    10	-1	-3	26	0	-10	-7	-37	1
Cc1ccc(S(=O)(=O)Nc2ccc(O)c3ncccc23)cc1
    -18	-2	15	33	-1	5	-6	-34	0.85
COc1ccc(C(=O)C2CCCN(C(=O)c3ccc(OC)o3)C2)c(C)c1 (stereo not given)
    9	-2	-4	21	-2	0	1	-20	1
O=C(Nc1nnc(SCc2cccnc2)s1)C1CC(=O)N(c2ccc(F)cc2)C1 (stereo not given)
    -4	1	3	0	-2	0	-3	-18	0.97
O=C(CNS(=O)(=O)c1cccc2nonc12)NCc1ccc(F)cc1
    -7	1	-1	6	0	19	-4	11	1
O=c1[nH]c2c(=O)[nH]cnc2nc1-c1ccccc1
    13	-4	11	7	-10	20	-2	-25	0.89
CCn1c(COc2ccc(OC)cc2)nc2ccccc21
    7	0	2	19	-2	-19	2	-6	0.98
C[C@]12C(=O)N(c3cccc(Cl)c3)C(=O)N1[C@@H]1c3ccccc3OC[C@@H]1[C@H]2c1ccccc1
    21	-4	-3	13	-5	7	-3	-2	1
Cc1ccc(N2CCN(/N=C/c3cccnc3)CC2)cc1
    -3	-2	-6	15	-4	16	-3	2	1.1
CCCCCCc1cc2cc(S(=O)(=O)c3ccc(F)cc3)c(=O)oc2cc1O
    -15	0	-3	-6	-6	-27	-5	-4	1
COc1cccc(CC(NC(C)=O)C(=O)NC2CCN(C(=O)c3ccncc3)CC2)c1OC (stereo not given)
    6	-3	3	7	-6	17	-2	13	0.97
COc1ccc(CCNC(=O)C2CC3Cn4c(nc5cc(Cl)c(Cl)cc54)C3N2C)cc1 (stereo not given)
    5	-4	-14	27	-8	0	2	8	1.1
CC(C)c1cc(=O)[nH]c(SCC(=O)NC2CCCC2)n1
    4	-2	9	-3	-5	9	-1	-33	0.91
COc1cc(CCC(=O)N2CCN(c3ccc(N4CCOCC4)nn3)CC2)cc(OC)c1OC
    -3	-8	11	8	-10	7	-1	4	0.89
COc1ccccc1C(=O)NNC(=O)C(=O)Nc1ccc(C)c(Cl)c1
    -1	-2	18	-27	-11	19	0	-36	0.82
Cc1ccc(C)c(OCC(=O)NC(Cc2c[nH]c3ccccc23)C(=O)O)c1 (stereo not given)
    -12	0	1	-2	-1	4	-1	11	0.99
COC(=O)C1CCN(C(=O)c2sc3nc(-c4ccc(F)cc4)cn3c2C)CC1
    55*	0	-4	70*	-3	4	-1	8	1
O=C(CN1CCSC1=O)N1CCN(S(=O)(=O)c2ccc(Cl)cc2)CC1
    4	-2	2	1	-7	25	7	21	0.98
CCCNc1ncnc2onc(C)c12
    -9	-2	9	-16	-7	13	-1	-5	0.91
CCN1CCN(CCCN(Cc2ccco2)C(=S)Nc2cc(Cl)ccc2C)CC1
    -5	-2	3	11	-6	-4	1	10	0.97

Arranged by count of non-hydrogen atoms (largest number first): 12 of the compounds above.
Below each SMILES: TIM10 inh	APOBEC3A inh	mIAP inh	tim10-1 inh	APOBEC3G inh	NLRP3 yeast inh	MIN6 prolif	hIAP block	mIAP act
COc1cc(CCC(=O)N2CCN(c3ccc(N4CCOCC4)nn3)CC2)cc(OC)c1OC
    -3	-8	11	8	-10	7	-1	4	0.89
COc1cccc(CC(NC(C)=O)C(=O)NC2CCN(C(=O)c3ccncc3)CC2)c1OC (stereo not given)
    6	-3	3	7	-6	17	-2	13	0.97
C[C@]12C(=O)N(c3cccc(Cl)c3)C(=O)N1[C@@H]1c3ccccc3OC[C@@H]1[C@H]2c1ccccc1
    21	-4	-3	13	-5	7	-3	-2	1
COc1ccc(CCNC(=O)C2CC3Cn4c(nc5cc(Cl)c(Cl)cc54)C3N2C)cc1 (stereo not given)
    5	-4	-14	27	-8	0	2	8	1.1
CCN1CCN(CCCN(Cc2ccco2)C(=S)Nc2cc(Cl)ccc2C)CC1
    -5	-2	3	11	-6	-4	1	10	0.97
CCCCCCc1cc2cc(S(=O)(=O)c3ccc(F)cc3)c(=O)oc2cc1O
    -15	0	-3	-6	-6	-27	-5	-4	1
Cc1ccc(C)c(OCC(=O)NC(Cc2c[nH]c3ccccc23)C(=O)O)c1 (stereo not given)
    -12	0	1	-2	-1	4	-1	11	0.99
O=C(CNS(=O)(=O)c1cccc2nonc12)NCc1ccc(F)cc1
    -7	1	-1	6	0	19	-4	11	1
Cc1ccc(N2CCN(/N=C/c3cccnc3)CC2)cc1
    -3	-2	-6	15	-4	16	-3	2	1.1
CC(C)c1cc(=O)[nH]c(SCC(=O)NC2CCCC2)n1
    4	-2	9	-3	-5	9	-1	-33	0.91
O=c1[nH]c2c(=O)[nH]cnc2nc1-c1ccccc1
    13	-4	11	7	-10	20	-2	-25	0.89
CCCNc1ncnc2onc(C)c12
    -9	-2	9	-16	-7	13	-1	-5	0.91

(continued)
Below each SMILES: TIM10 inh	APOBEC3A inh	mIAP inh	tim10-1 inh	APOBEC3G inh	NLRP3 yeast inh	MIN6 prolif	hIAP block	mIAP act
CN1CCC(Oc2ccc(Sc3ccccc3)cc2)CC1
    13	-2	3	36	0	15	-3	-11	0.97
CCOc1ccc(-n2cnnn2)cc1S(=O)(=O)NCCc1ccc(OC)c(OC)c1
    -15	6	2	-11	-3	14	-1	20	0.98
COc1ccc(/C=C/CN2CCN(Cc3cccc(OC)c3)C(CCO)C2)cc1 (stereo not given)
    -2	3	13	-7	3	11	-3	-22	0.87
CC1(C)CC(=O)C(Sc2ccccc2)=C(O)C1
    12	-4	0	-2	-6	4	5	-6	1
O=C(Nc1ccc([N+](=O)[O-])cn1)c1cc(-c2cccc(Br)c2)nc2ccccc12
    8	-1	6	6	-2	18	0	1	0.94
CC1CC/C(=C\c2ccc3c(c2)OCO3)C(=O)/C1=C/c1ccc2c(c1)OCO2 (stereo not given)
    8	2	11	28	1	38	-6	1	0.89
O=C(NC(=S)NCCO)c1cn(-c2ccccc2)nc1-c1ccccc1
    24	-1	7	12	-6	11	-1	-5	0.93
Cc1ccccc1C(=O)NCCCNC(=O)c1cnccn1
    -23	2	-6	10	-5	1	1	-13	1.1
CC(C)Oc1ccc(CCc2n[nH]c(=S)n2-c2ccccc2)cc1
    16	-6	6	13	-4	25	-2	-22	0.94
Cc1ccc(Oc2ccc(-c3nc(N)nc(N)n3)cc2)cc1C
    29	0	3	16	3	27	-3	12	0.97
Cc1nc2ccccc2c2oc(C(=O)NCCCN3CCC(C)CC3)cc12
    -8	1	-3	12	-3	18	-1	7	1
O=C1NC(Cc2ccccc2)c2nc3cc(F)ccc3c(=O)n2-c2ccc(Cl)cc21 (stereo not given)
    10	-5	3	17	-10	13	-2	9	0.97
COc1cc(C#Cc2ccc3cc(C(C)(C)O)oc(=O)c3c2)cc(OC)c1
    -3	1	4	9	-8	8	-5	3	0.96
O=C(NC1CCCCC1)C(c1ccc(F)cc1)N(Cc1ccco1)C(=O)c1ccccn1 (stereo not given)
    14	-1	0	12	-8	9	-2	-23	1
CC(C)OCCCNC(=O)CCC(=O)NNc1nc2ccccc2c2nc(-c3ccccc3)nn12
    5	-2	14	3	-5	8	-2	6	0.86

Some entries already given, limited to hIAP block, NLRP3 yeast inh and APOBEC3G inh:
molecule,hIAP block,NLRP3 yeast inh,APOBEC3G inh
COc1ccc(S(=O)(=O)N(CC(=O)NCc2cccnc2)C2CCCCC2)cc1OC,-2,5,2
COc1ccc(C(=O)Nc2ccc(NC(=O)c3ccco3)c(Cl)c2)cc1OC,10,18,1

(continued)
Below each SMILES: TIM10 inh	APOBEC3A inh	mIAP inh	tim10-1 inh	APOBEC3G inh	NLRP3 yeast inh	MIN6 prolif	hIAP block	mIAP act
COc1ccccc1CNC(=O)COc1ccc(Br)c(C)c1
    0	0	-2	-1	6	-7	-2	0	1
CCN1CCN(CCc2nc3cc([N+](=O)[O-])ccc3n2C)CC1
    -10	4	14	-9	5	0	-1	-8	0.86
Nc1nc(SCC(=O)NCCC(c2ccccc2)c2ccccc2)n[nH]1
    -20	-2	-1	6	-5	16	-3	1	1
COc1cc(C=NNc2ccc(S(=O)(=O)Nc3ccccc3C(=O)O)cc2[N+](=O)[O-])ccc1O
    18	-3	26	35	-5	13	0	23	0.74
Cc1onc(-c2ccccc2)c1C(=O)Nc1nnc(N(C)Cc2ccccc2)s1
    14	3	4	34	-1	8	-4	-20	0.96
Cc1ccc(C(=O)Nc2nnc(S(=O)(=O)N3CCN(c4ccc(F)cc4)CC3)s2)cc1
    -6	0	3	-9	2	-1	-5	-2	0.97
CN=C1S/C(=C\c2ccc(N3CCOCC3)c(F)c2)C(=O)N1C
    -1	3	-6	18	3	5	-2	6	1.1
O=C(Nc1ncccc1Cl)c1ccccc1F
    -9	-5	6	13	-9	6	-1	-1	0.94
COc1cccc(NC(=O)COC(=O)CC(NC(N)=O)c2ccc(Cl)cc2)c1 (stereo not given)
    -14	-1	-5	1	-6	5	-2	0	1
Cc1ccccc1C(=O)NCC(=O)OC(C)C(=O)NCc1ccco1 (stereo not given)
    -9	0	9	-5	-10	-9	3	6	0.91
COc1ccc(CN(CC2CCC(C(=O)O)CC2)C(=S)Nc2cc(C)cc(C)c2)cc1 (stereo not given)
    17	0	-8	9	-3	14	-5	-3	1.1
CCOC(=O)C1CCN(C(=O)c2ccc(OCC(=O)Nc3cccc(C(F)(F)F)c3)c(OC)c2)CC1
    59*	-2	-15	55*	-7	16	-5	-8	1.2
CCN(CC)CCN1C(=O)C(=O)/C(=C(/O)c2c(C)[nH]c(C(=O)OC)c2C)C1c1ccc(OC)cc1 (stereo not given)
    3	1	-1	8	-7	11	-2	-6	1
Cc1nn(C(C)C(=O)N2CCCC2)c(=O)c2nn(-c3ccccc3)c(C)c12 (stereo not given)
    8	-9	1	-4	-7	-9	0	6	0.99
